RmlCD inh 1536 = blocks M. tuberculosis RmlC and RmlD coupled enzymes; P9WH09+P9WH11; actives 0.03% (n = 160,000); inhibition, % at 3.6 µM; RmlC+RmlD coupled enzyme assay, percent inhibition; primary screen in compound mixtures; in the data active = inhibition mostly above about 34%, no sharp cut-off; also: some results filed as inactive read as strong as hits
Target sequence (P9WH09 whole entry, looked up): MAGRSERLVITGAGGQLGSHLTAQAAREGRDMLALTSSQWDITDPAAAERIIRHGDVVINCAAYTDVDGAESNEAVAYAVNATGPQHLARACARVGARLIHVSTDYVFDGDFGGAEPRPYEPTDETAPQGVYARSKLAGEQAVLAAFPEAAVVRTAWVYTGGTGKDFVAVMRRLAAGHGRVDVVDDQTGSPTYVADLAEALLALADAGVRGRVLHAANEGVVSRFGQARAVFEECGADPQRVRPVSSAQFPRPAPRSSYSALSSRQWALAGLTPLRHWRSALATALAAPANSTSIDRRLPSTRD
Target sequence (P9WH11 whole entry, looked up): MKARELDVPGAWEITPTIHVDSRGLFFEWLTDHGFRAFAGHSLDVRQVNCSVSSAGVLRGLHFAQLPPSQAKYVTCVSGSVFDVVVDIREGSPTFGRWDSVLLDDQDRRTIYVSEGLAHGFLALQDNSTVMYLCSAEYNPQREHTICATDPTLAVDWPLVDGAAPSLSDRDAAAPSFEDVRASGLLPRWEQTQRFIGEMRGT
M. tuberculosis GlmU = inhibition of mycobacterial GlmU enzyme – biochemical, glucosamine-1-phosphate acetyltransferase (AID 1376); M. tuberculosis GlmU acetyltransferase enzyme assay; higher % means a stronger effect; inhibition, %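 (tested at 30 µM in the primary screen)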; hits with a dose series show IC50 in µM; actives 0.25% (n = 220,000); in the data active = inhibition above about 13%;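 also: 0% = complete reaction with vehicle and 100% = reaction without substrate; strong numbers were not always called active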
An asterisk follows results filed as active; . = no result given.

SMILES	RmlCD inh 1536	M. tuberculosis GlmU
Cc1ccc(Nc2nc(N)nc(CSc3nncn3C)n2)cc1	.	8.2%
CC1(C)CC2(CCO1)OC(=O)CC2C(=O)Nc1c(Cl)cccc1Cl (configuration not stated)	-8.4	-3.7%
Cc1cccc(NC2=C(C#N)C(=O)NC3(CCCC3)S2)c1	-8.6	-3.5%
COc1ccc2c3c1OC1CC(O)C=CC31CCN(C)C2 (configuration not stated)	-4.5	-5.6%
COC(CNC(=O)C1CCN(C(=O)c2cc3oc(C)cc3n2Cc2c(F)cccc2Cl)CC1)OC	-2.1	-2.1%
CN(Cc1ccccc1)c1nc2c(c(=O)[nH]c(=O)n2C)n1Cc1ccccc1Cl	7.8	5.6%
Cc1cc(C)cc(N2CCCC2=O)c1	.	-5.5%
FC(F)(F)c1cccc(Nc2cc(-c3ccccc3)nc3ncnn23)c1	-9.5	3.1%
C=C(C)C(=O)Nc1cccc(C2=NOC3(C2)C[C@@H](C(N)=O)N(C(=O)/C(C)=C/C)C3)c1 (some centres not stated)	.	3.3%
COc1ccccc1CCN=C(N)NS(=O)(=O)c1cccs1	-10.6	-1.0%
O=[N+]([O-])c1cc(CN2CCCC2)c2cccnc2c1O	-10.9	4.7%
Cc1ccc(-n2c(O)c(C=N)c(=O)n(-c3ccc(C)cc3)c2=O)cc1	.	2.5%
CCn1c2ccc(C)cc2c2nnc(SCCN3CCOCC3)nc21	14.4	-4.4%
COC(=O)CC1COc2ccccc2N1C(=O)c1cccc(C(F)(F)F)c1 (configuration not stated)	-10.8	-6.6%
C=CC(=O)N1c2ccccc2Sc2ccc(NC(=O)OCC)cc21	.	0.8%
CC(C)n1c(=O)[nH]c2ccccc21	.	-0.2%
CC(C)Oc1ccc(C(=O)NC(Cc2c[nH]c3ccccc23)C(=O)NN)cc1 (configuration not stated)	-8.0	3.3%
O=C(NCc1ccco1)C1CCCN(S(=O)(=O)c2cccc3cccnc23)C1 (configuration not stated)	3.4	1.9%
NN/C(=C\[N+](=O)[O-])Nc1ccccc1	-2.5	.
COCCC(=O)N(Cc1ccc2c(c1)OCO2)C(C(=O)NC1CCCCC1)c1ccncc1 (configuration not stated)	4.8	0.1%
FC(F)(F)c1cccc(NC(=S)NNC(=S)Nc2cccc(C(F)(F)F)c2)c1	-2.5	.
CCOC(=O)N1CCN(C(=S)NC(=O)c2cncc(Br)c2)CC1	8.6	1.9%
O=C(O)COn1c(-c2ccc(Cl)cc2)nc2ccc(Cl)cc21	3.8	1.9%
O=C(Nc1ccc(S(=O)(=O)NC2=NCCCCC2)cc1)c1ccco1	-10.8	-4.7%
CCOC(=O)c1sc(NC(=O)CSc2nc3c(cc2C#N)CCCCCC3)c(C#N)c1C	-3.0	2.6%
CC(C(O)C12CC3CC(CC(C3)C1)C2)N1CCCCC1 (configuration not stated)	-5.0	-6.3%
O=c1cc(NCc2ccccc2)nc2n1CCCS2	.	0.9%
COc1cccc(OCCn2c(C)c(/C=N/n3cnnc3)c3ccccc32)c1	3.9	1.2%
CCCC(=O)Nc1ccc2nc(SCC(=O)N3CCCC3)sc2c1	11.9	1.9%
CN(C)Cc1ccccc1COc1ccccc1	.	-0.2%

An excerpt from above in order of length of the SMILES, lowest first:
SMILES	RmlCD inh 1536	M. tuberculosis GlmU
O=[N+]([O-])c1cc(CN2CCCC2)c2cccnc2c1O	-10.9	4.7%
FC(F)(F)c1cccc(Nc2cc(-c3ccccc3)nc3ncnn23)c1	-9.5	3.1%
CC1(C)CC2(CCO1)OC(=O)CC2C(=O)Nc1c(Cl)cccc1Cl (configuration not stated)	-8.4	-3.7%

Other results:
SMILES	RmlCD inh 1536	M. tuberculosis GlmU
CC(C)(CC(=O)O)CC(=O)NCc1c(Cl)cccc1Sc1ccc(Cl)cc1	.	4.1%
CC(NC(=O)COc1cc(=O)n(C)c2ccccc12)c1ccc2c(c1)OCCO2 (configuration not stated)	.	0.6%
O=[N+]([O-])c1cccc(-c2ccc(SCc3ccccn3)nn2)c1	-8.5	-6.5%
Fc1ccc(-c2cc(C(F)(F)F)nc(-n3cc(Cl)cn3)n2)cc1	-13.1	1.0%
COc1cccc(C2C(C(=O)c3cc4cccc(OC)c4o3)=C(O)C(=O)N2c2cc(C)on2)c1OC (configuration not stated)	6.2	-3.0%
NC(=S)Nc1c(Cl)cccc1Cl	7.8	-3.3%
CN=Cc1c(NC)nc2c(C)cccn2c1=O	.	-0.1%
Cc1cccc(N)c1SC1CCCCC1O (configuration not stated)	-7.7	1.3%
CS(=O)(=O)Nc1cccc(C2=NN(S(=O)(=O)c3ccccc3)C(c3ccco3)C2)c1 (configuration not stated)	-2.3	3.5%
Cc1[nH]c2ccccc2c1/C=C/C(=O)c1ccncc1	-2.7	-4.6%
Cc1cccc(-c2nnc(SCC(=O)Nc3ncccn3)n2C)c1	12.4	5.5%
COCCn1c(C)cc(C(=O)COC(=O)C23CC4CC(CC(O)(C4)C2)C3)c1C	-29.6	3.0%
COc1ccc(CCNC(=O)/C(=C/c2cccnc2)NC(=O)c2ccccc2)cc1OC	-15.2	7.0%
N#Cc1c(-c2ccccc2)nc(SCC(=O)N(c2ccccc2)c2ccccc2)[nH]c1=O	-6.8	3.9%
COc1cc2[nH]c(=O)n(CCCCCC(=O)NCCc3c[nH]c4ccccc34)c(=O)c2cc1OC	-4.2	3.7%
Nc1ccccc1-c1n[nH]c(=S)s1	0.6	3.7%
CC1CCCC/C1=N\NS(=O)(=O)c1ccc(Br)cc1 (configuration not stated)	-2.9	0.0%
O=C(OCC(=O)c1c[nH]c2ccccc12)c1cc(Br)ccc1O	3.0	1.2%
CC1(C)C(C(=O)NN2C(=O)c3ccccc3C2=O)C1(C)C	7.4	2.0%
O=S(=O)(c1ccc(NC(=S)N/N=C/c2ccc(Oc3ccccc3)cc2)cc1)N1CCOCC1	14.1	-3.7%
CCn1nc(-c2ccccc2)c2nc3ccccc3nc21	11.4	-2.1%
O=C(Nc1ccc(F)cc1)Nc1nnc(-c2ccncc2)s1	.	-4.5%
CCN(CC(=O)NCc1ccc(F)cc1)C(=O)C1CCN(C(=O)Nc2ccccc2)CC1	7.2	-5.8%
O=C(c1ccc(Cl)cc1)N1CCN(c2ccnc3cc(Cl)ccc23)CC1	5.2	-0.7%
Cc1ccc(C(=O)NC(=S)Nc2ccccc2C(F)(F)F)cc1	4.6	2.5%
COC(=O)C1=CN(C)C=C(C(=O)OC)C1c1ccsc1	-10.2	0.4%
COc1cccc(/C=C/C2=CC(C)(C)NC(=S)N2)c1	14.1	5.6%
COCCNC(=O)CN(C(=O)CCC(=O)Nc1ccccn1)c1ccccc1F	-11.4	7.4%
CCOCCCNC(=O)c1ccc(Cn2c(=O)[nH]c3ccsc3c2=O)cc1	.	-0.1%
CCCN1C(=O)c2ccccc2NC1c1ccc(C)cc1 (configuration not stated)	2.5	-4.0%
O=C(CCN1C(=O)c2cccc3cccc(c23)C1=O)NCc1cccnc1	-7.7	1.2%
Cn1c(SCC(=O)NCC2CCCO2)nnc1-c1cccc(NC(=O)c2ccccc2F)c1 (configuration not stated)	0.7	-7.8%
OCCN1CCN(c2nc(N3CCCCC3)nc(N3CCCCC3)n2)CC1	.	-0.9%
CC1(OC(=O)C2CCCC2)C(=O)C=C2C=C(C3CC3)OC=C2C1=O (configuration not stated)	.	-3.0%
Cn1cc(C(=O)NCc2cccnc2)c(=O)c2cc(S(=O)(=O)N3CCCCCC3)ccc21	-10.2	-0.9%
CCOC(=O)c1c(NC(=O)Cn2nc([N+](=O)[O-])c(Br)c2C)sc2c1CCC(C)C2 (configuration not stated)	.	0.4%
O=C1C(c2ccc(F)cc2)N(CC2COc3ccccc3O2)C(=O)CN1C1CCCCC1 (configuration not stated)	5.4	4.6%
COCCn1c(SC(C)C(=O)Nc2ccc3c(c2)OCCO3)nc2ccccc2c1=O (configuration not stated)	.	4.0%
COC(=O)c1sccc1NC(=O)Nc1cccc(C(C)=O)c1	.	0.8%
Cn1c(=O)n(Cc2ccccc2F)c(=O)c2c1nc1n2CCCN1CCc1ccccc1	6.8	2.1%
Cc1ccccc1N(CC(=O)NCc1ccc2c(c1)OCO2)C(=O)CCC(=O)Nc1ccccn1	.	-7.0%
COc1ccc(N(CC(=O)NCc2cccnc2)S(=O)(=O)c2c(C)nn(C)c2C)cc1	9.1	4.0%
CCOC(=O)N1CCC(N2C(=O)c3ccccc3C2Nc2ccccc2C)CC1 (configuration not stated)	7.2	-4.8%
CN(C(=O)CSc1nc2ccccc2n1CCc1ccccc1)C1CCS(=O)(=O)C1 (configuration not stated)	-11.5	-5.6%
O=c1[nH]nc(CNc2ccc(OC(F)(F)F)cc2)c2ccccc12	4.5	-1.4%
Nc1cc(=O)[nH]c(SCC(=O)Nc2cc(Cl)cc(Cl)c2)n1	.	4.6%
O=C1c2ccccc2C(=O)N1CCCOCc1c[nH]c(=O)[nH]c1=O	-6.4	-0.8%
CN1C(=O)NC(NC(=O)c2cccs2)(C(F)(F)F)C1=O (configuration not stated)	.	8.7%
O=C(Nc1ccc2c(c1)OCCO2)C1CCN(S(=O)(=O)Cc2ccccc2)CC1	104.0	-2.9%
C/C(=N\NC(=O)c1ccncc1)c1c(O)n(Cc2ccccc2)c(=O)[nH]c1=O	-6.0	7.1%
(cont.)
SMILES	RmlCD inh 1536	M. tuberculosis GlmU
FCCCOc1ccc(-c2nccc(-c3ccc(F)cc3)n2)cc1	-1.2	-0.3%
CC1Cc2ccccc2N1Cc1nc2cc(C(F)(F)F)ccc2c(=O)[nH]1 (configuration not stated)	-1.7	-4.0%
O=C(NCc1ccco1)C(=O)N1CCCC1	.	3.2%
Cn1c(NC(=O)/C=C/c2ccco2)cc(=O)n(C)c1=O	-6.7	-4.3%
CCOC(=O)C1CCN(C(=O)c2cn(C)c(=O)c3cc(OC)c(OC)cc23)CC1	-8.7	-3.8%
COc1ccccc1/C=N/NC(=O)C(=O)N1CCN(c2ccccc2OC)CC1	-6.2	1.8%
COc1ccccc1NC(=O)COc1ccc(C(=O)OCC(=O)NC(C)(C)C)cc1OC	-9.5	4.9%
COc1ccc(N=Cc2c(O)c3ccccc3oc2=O)cc1	27.9	3.9%
CN(C)/C=C/C(=O)/C=C/c1ccc(Cl)cc1	-7.8	0.7%
O=C(CSc1nc2ccc(NC(=O)CSc3nnnn3-c3ccccc3)cc2s1)Nc1ccccc1	.	-2.5%

Four entries drawn at random from the list so far, as already listed:
SMILES	RmlCD inh 1536	M. tuberculosis GlmU
Cn1cc(C(=O)NCc2cccnc2)c(=O)c2cc(S(=O)(=O)N3CCCCCC3)ccc21	-10.2	-0.9%
O=c1[nH]nc(CNc2ccc(OC(F)(F)F)cc2)c2ccccc12	4.5	-1.4%
COCCn1c(C)cc(C(=O)COC(=O)C23CC4CC(CC(O)(C4)C2)C3)c1C	-29.6	3.0%
COc1ccc2c3c1OC1CC(O)C=CC31CCN(C)C2 (configuration not stated)	-4.5	-5.6%

Continuation:
SMILES	RmlCD inh 1536	M. tuberculosis GlmU
Cc1ccc(CNc2ccc(S(=O)(=O)N3CCOCC3)cc2[N+](=O)[O-])cc1	5.6	-0.2%
Cc1nc2c(Br)c3nc(C(F)(F)F)[nH]c3c(Br)c2[nH]1	-5.1	1.5%
O=C(COC(=O)c1ccc[nH]c1=O)NC1CCCc2ccccc21 (configuration not stated)	.	2.4%
CCn1ncc(Br)c1C(=O)Nc1nccs1	0.9	3.3%
CCOC(=O)c1cnn(Cc2ccccc2)c1N	.	1.4%
CC1=NNC(=O)C1CC(=O)N/N=C(\C)c1ccco1 (configuration not stated)	-6.6	3.6%
Cc1ccc(NC2=Nc3ccccc3CS2)cc1	8.7	5.2%
CC(C)(C)NC(=O)C1CCN(C(=O)c2ccc(-c3ccccc3)cc2)CC1	14.9	2.9%
O=C(c1cccs1)N1CCN=C1SCc1cccc(F)c1	-9.8	1.0%
O=C(NN1C(=O)c2ccccc2NC1c1ccccn1)c1ccccc1 (configuration not stated)	.	1.7%
Cn1nnc(NC(=O)c2ccc3ccccc3c2)n1	.	-3.6%
O=C(Nc1ccc2c(c1)OCO2)c1cnn2cccnc12	16.1	0.7%
CCOC(=O)c1c(-n2cnnn2)sc2c1CCCC2	-11.3	7.0%
Cc1ccc(OCC(=O)N/N=C2/SCC(=O)N2Cc2ccco2)cc1	.	0.9%
CC(NC(=O)C(=O)NN=C1CCCC1)c1ccccc1 (configuration not stated)	.	-3.4%
Cc1ccc(C(=O)NN2C(=O)CSC2=S)cc1	-10.8	1.9%
CCN(CC)c1ccc(CN2CCCCCC2)cc1	7.2	-7.8%
COc1ccccc1/C=C(/CC(=O)NCc1ccc(F)cc1)c1nc2ccccc2s1	3.4	5.9%
CC12CCC(C(=O)N(CC(=O)O)C1=O)C2(C)C (configuration not stated)	5.7	3.3%
CCC(C)(C)NC(=O)c1cc([N+](=O)[O-])ccc1N1CCCCC1	11.4	1.5%
COc1ccc(S(=O)(=O)Nc2cccc(SC)c2)cc1OC	.	-0.2%
CCN(CC)S(=O)(=O)c1ccc(N/N=C/c2cc(OC)c(OC)cc2OC)nc1	5.6	-2.1%
O=C(NC1CC1)C1=C[C@H](c2ccc3c(c2)OCO3)C[C@H](OCc2ccc(CO)cc2)O1	.	1.9%
Cc1cc(SCC(=O)c2cccs2)nc2c(C)cccc12	12.1	.
COc1nc(OCC#N)nc(N(C)C)n1	.	1.3%
CCCCCCCCCC(=O)N/N=C/c1ccc(C)s1	-0.9	2.9%
O=C(O)CCCC(=O)Nc1nc(-c2ccccc2)cs1	11.6	0.3%

Whole records, looked up by structure. Order of values: RmlCD inh 1536 | M. tuberculosis GlmU
`COc1ccc(N(CC(=O)NCc2cccnc2)S(=O)(=O)c2c(C)nn(C)c2C)cc1` is listed as 9.1 | 4.0%
`COc1ccc(N=Cc2c(O)c3ccccc3oc2=O)cc1` is listed as 27.9 | 3.9%
`CCC(C)(C)NC(=O)c1cc([N+](=O)[O-])ccc1N1CCCCC1` is listed as 11.4 | 1.5%
`CC(C)(C)NC(=O)C1CCN(C(=O)c2ccc(-c3ccccc3)cc2)CC1` is listed as 14.9 | 2.9%
`CN(C)/C=C/C(=O)/C=C/c1ccc(Cl)cc1` is listed as -7.8 | 0.7%

Screens as filed in PubChem BioAssay.

These rows are one share of the data; rates above refer to the full screens.
